SNCA expr inh: Primary qHTS assay for inhibitors of alpha-synuclein gene (SNCA) expression; Potency, µM (series often up to 57.2 µM), inactives show at the top dose activity change, negative = inhibition, actives largely listed as inhibitors; actives 0.17% (n = 140,000); HEK-293 SNCA-luciferase knock-in, luminescence, 24 h; AID 1671194, 2021;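 also: potency is read from the fitted curve at half-maximal effect; plate controls were DMSO cells for no effect and cell-free wells for full effect; nearly all actives have a fitted effect of over 45% in size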
SNCA viab count: GF-AFC viability counterscreen for inhibitors of alpha-synuclein gene (SNCA) expression; Potency, µM (titrated, usually from 57.1 µM), inactives show top-dose activity change, negative = cytotoxicity, hits mostly cytotoxic; actives 0.12% (n = 150,000); HEK-293-SNCA-luc viability, GF-AFC fluorescence, 24 h;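 also: potency is read from the fitted curve at half-maximal effect; 0% = DMSO-treated cells and -100% = medium-only wells without cells; nearly all actives have a fitted effect of over 30% in size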
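Cytotoxicity counterscreen: after 24 h compound treatment of genome-edited SNCA-luciferase HEK-293 cells, live-cell protease substrate GF-AFC read by fluorescence after 30 min; activity scaled between DMSO (0%) and medium-only (-100%), curves Hill-fitted.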
Luciferase inh: Firefly luciferase inhibition profiling of diverse chemical library using quantitative high-throughput screening | Potency, µM (series often up to 115 µM), for the others: at the top dose activity change, negative = inhibition, actives largely listed as inhibitors | purified P. pyralis luciferase, luminescence, biochemical | AID 1347043, 2019 | Luciferin 4-monooxygenase (Photinus pyralis), P08659 | actives 2.5% (n = 76,000); also: potency is read from the fitted curve at half-maximal effect; nearly all actives have a fitted effect of over 65% in size
Target sequence (P08659 whole entry, looked up): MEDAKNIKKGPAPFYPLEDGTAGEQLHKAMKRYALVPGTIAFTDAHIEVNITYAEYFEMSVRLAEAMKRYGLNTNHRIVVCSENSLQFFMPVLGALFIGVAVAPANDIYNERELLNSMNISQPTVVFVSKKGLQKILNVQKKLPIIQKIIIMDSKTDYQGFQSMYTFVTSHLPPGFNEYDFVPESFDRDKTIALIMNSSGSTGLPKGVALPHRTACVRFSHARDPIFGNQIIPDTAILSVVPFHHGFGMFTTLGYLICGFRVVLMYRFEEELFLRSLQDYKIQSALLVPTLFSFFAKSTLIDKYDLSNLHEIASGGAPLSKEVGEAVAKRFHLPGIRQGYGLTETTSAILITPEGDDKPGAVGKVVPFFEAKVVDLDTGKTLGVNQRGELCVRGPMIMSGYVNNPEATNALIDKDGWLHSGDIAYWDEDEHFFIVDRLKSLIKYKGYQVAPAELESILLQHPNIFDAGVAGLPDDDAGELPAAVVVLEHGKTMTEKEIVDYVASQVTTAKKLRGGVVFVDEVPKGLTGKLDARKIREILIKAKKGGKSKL
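Purified 10nM P. pyralis luciferase with 10uM D-luciferin and 10uM ATP in 50mM Tris acetate pH 7.5, 10mM Mg acetate, 0.01% Tween-20, 0.05% BSA. qHTS titration; luminescence read by CCD imager.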
IP6K1 inh: Primary qHTS assay for small molecule inhibitors of Inositol hexaphosphate kinase 1 (IP6K1) | Inositol hexakisphosphate kinase 1 (Homo sapiens), Q92551 | IP6K1 kinase, ADP-Glo luminescence, 2 h; stronger effect = lower value | activity change, % (series mostly up to about 58 µM) | actives 0.81% (n = 140,000) | AID 1645851, 2021; in the data active = activity change below about -25%
Target sequence (Q92551 whole entry, looked up): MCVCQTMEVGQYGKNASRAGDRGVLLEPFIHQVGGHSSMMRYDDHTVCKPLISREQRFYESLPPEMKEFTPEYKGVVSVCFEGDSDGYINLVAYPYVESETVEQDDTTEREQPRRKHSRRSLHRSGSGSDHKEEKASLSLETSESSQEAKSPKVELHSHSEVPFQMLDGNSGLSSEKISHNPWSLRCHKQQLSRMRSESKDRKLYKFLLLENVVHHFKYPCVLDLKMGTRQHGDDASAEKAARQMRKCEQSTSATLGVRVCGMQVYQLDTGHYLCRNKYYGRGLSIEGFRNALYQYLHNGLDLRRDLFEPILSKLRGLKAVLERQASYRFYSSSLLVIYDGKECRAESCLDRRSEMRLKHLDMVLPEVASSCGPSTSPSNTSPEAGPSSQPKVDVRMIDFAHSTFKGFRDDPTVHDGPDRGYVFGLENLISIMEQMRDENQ
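ADP-Glo luminescence measures ADP made by human IP6K1 during a 2 h RT reaction with ATP/IP6 (mix at 1.3 mM/130 uM); top library doses 57.5 and 19.1 uM final.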
HEK293 tox: Cytotoxic Profiling in HEK 293 Cell Line of Diverse Libraries Using Quantitative High-Throughput Screening; AID 1345083, 2018; actives 6.6% (n = 94,000); HEK 293 viability, ATP luminescence (CellTiter-Glo), 48-72 h; Potency, µM (series often up to 115 µM), for inactives: at the top dose activity change, negative = cytotoxicity, actives largely listed as inhibitors; also: potency is read from the fitted curve at half-maximal effect; nearly all actives have a fitted effect of over 60% in size
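Viability of HEK 293 cells, plated at 250 cells/well, was judged by cellular ATP after compound treatment for 48 or 72 hr. Luminescence was imaged 10 min after CellTiter-Glo addition at room temperature.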
NIH3T3 tox: Cytotoxic Profiling in NIH 3T3 Cell Line of Diverse Libraries Using Quantitative High-Throughput Screening | NIH 3T3 viability, CellTiter-Glo ATP luminescence, 48-72 h | Potency, µM (top dose mostly 96.7 µM), for the others: at the highest dose activity change, negative = cytotoxicity, hits mostly inhibitors | actives 4.3% (n = 94,000); also: potency is read from the fitted curve at half-maximal effect; nearly all actives have a fitted effect of over 55% in size
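ATP-dependent luminescence (CellTiter-Glo) served as the viability signal for NIH 3T3 cells treated with compound for 48 or 72 hr at 37 °C.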
GPT2 inh: Primary qHTS assay for inhibitors of Glutamate pyruvate transaminase 2 (GPT2) | Recombinant GPT2, coupled pyruvate oxidase/HRP Amplex Red fluorescence | Potency, µM (titrated, usually from 57.7 µM), inactives show at the highest dose activity change, negative = inhibition, most hits filed as inhibitors | actives 0.25% (n = 100,000); also: potency is read from the fitted curve at half-maximal effect; nearly all actives have a fitted effect of over 60% in size; many of its hits are not listed in these tables
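Fluorescence of coupled pyruvate oxidase/HRP/Amplex Red system (50uM Amplex, 30 min, dark) reports pyruvate formed by GPT2. Enzyme reaction: 10ng/uL GPT2, 2mM L-alanine, 250uM a-KG, 30 min room temperature, pH 7.5; 50uM AOA control.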
* hit, by the source's call; i = inactive; ? = inconclusive; . = not tested or not shown; [ ] = dose if it differs, or a comment. Unless noted, calls follow the shape of the dose curve; as a rule, active = well fitted curve in the direction sought with a large enough effect; inconclusive = small, poorly fitted or top-dose-only effect, or another doubt; inactive = no such curve, though single readings can be large; an effect the other way counts as inactive or inconclusive. Unless noted, % is scaled to controls: 0 for no effect and ±100 for the full control effect.

canonical_smiles | SNCA expr inh | SNCA viab count | Luciferase inh | IP6K1 inh | HEK293 tox | NIH3T3 tox | GPT2 inh
NC[C@@H]1O[C@H](C23CC4CC(CC(C4)C2)C3)Cc2c1ccc(O)c2O | ? | -5% | . | . | . | . | -17%
Cc1ccc(S(=O)(=O)N2CCC(n3cnnc3-c3ccccc3)CC2)cc1Cl | -17% | -1% | . | 31 | ? | ? | i
O=C(c1ccc2c(c1)N(Cc1ccccc1F)C(=O)c1ccccc1S2(=O)=O)N1CCOCC1 | 36%[activator] | -6% | . | 0 | . | . | .
O=C1Nc2ccccc2CC12CCCN2Cc1ccc(Cl)cc1 (centres undefined) | ? | 4% | . | -1 | ? | -29% | 3%
O=C1Nc2ccccc2OCC12CCN(Cc1ccc(F)cc1)CC2 | -17% | 10% | -1% | 19 | 1% | -3% | -7%
CC(C)c1cnc2c(c1SCc1ccc([N+](=O)[O-])cc1)c(=O)n(C)c(=O)n2C | -11% | 3% | . | 13 | . | . | .
CS(=O)(=O)N1CCCN(C(=O)CCc2ccccc2)c2ccccc21 | 21% | 9% | -2% | -4 | -8% | -10% | i
CCCn1c(C)cnc1CC1CCCN(C(=O)c2ccc(OC)cc2)C1 (centres undefined) | 17% | ? | -14% | -7 | 4% | -19% | i
Cc1ccc(C(=O)N[C@@H]2CN(S(C)(=O)=O)C[C@H]2CN(C)C)cc1C | 6% | 0% | -12% | 8 | -6% | -6% | -3%
COc1ccc(OC)c(NC(=O)c2cc3cc4ccc(C)cc4nc3s2)c1 | 28% | 7% | . | -4 | . | . | .
C[C@@H](NS(=O)(=O)c1ccc(Cl)cc1)c1onc(-c2ccc(F)cc2)c1C(=O)O | -4%[87.6 µM] | -3%[87.6 µM] | 1%[172 µM] | 14 | i | i | -7%[88.5 µM]
COCCN1CCCC[C@]2(C[C@H](C(=O)O)[C@H](c3ccco3)N2C(=O)Cc2cccs2)C1=O | . | . | . | -25* | ? | ? | .
CCC(=O)Nc1cc(C)c(O)c(-c2nc3ncccc3o2)c1 | -10% | -6% | . | -12 | . | . | .
CCCn1nc(C)cc1CN(C)C(=O)Cn1nc2n(c1=O)CCC(N)CC2 (centres undefined) | -1% | -8% | -7% | -9 | -9% | -8% | -3%
COc1ccc(C(=O)N2CCC23Cc2ccccc2NC3=O)cc1 (centres undefined) | -1%[87.6 µM] | -16%[87.6 µM] | 1%[172 µM] | 2 | ? | -10%[138 µM] | -19%[88.5 µM]

A portion from the list above:
canonical_smiles | SNCA expr inh | SNCA viab count | Luciferase inh | IP6K1 inh | HEK293 tox | NIH3T3 tox | GPT2 inh
Cc1ccc(C(=O)N[C@@H]2CN(S(C)(=O)=O)C[C@H]2CN(C)C)cc1C | 6% | 0% | -12% | 8 | -6% | -6% | -3%
COc1ccc(OC)c(NC(=O)c2cc3cc4ccc(C)cc4nc3s2)c1 | 28% | 7% | . | -4 | . | . | .
C[C@@H](NS(=O)(=O)c1ccc(Cl)cc1)c1onc(-c2ccc(F)cc2)c1C(=O)O | -4%[87.6 µM] | -3%[87.6 µM] | 1%[172 µM] | 14 | i | i | -7%[88.5 µM]
COCCN1CCCC[C@]2(C[C@H](C(=O)O)[C@H](c3ccco3)N2C(=O)Cc2cccs2)C1=O | . | . | . | -25* | ? | ? | .
CCC(=O)Nc1cc(C)c(O)c(-c2nc3ncccc3o2)c1 | -10% | -6% | . | -12 | . | . | .

Following part
canonical_smiles | SNCA expr inh | SNCA viab count | Luciferase inh | IP6K1 inh | HEK293 tox | NIH3T3 tox | GPT2 inh
COc1ccc(C(=O)N2CCCC(O)(CN3CCCC3)C2)cc1Cl (centres undefined) | 4% | -8% | 5% | 0 | -36% | -1% | ?
COC(=O)Nc1nc2ccc(C(=O)c3cccs3)cc2[nH]1 | 17% | -2% | . | 4 | . | . | 3%
Cc1cnc(CN(C)C(=O)C2CCCN(C3CCN(Cc4ccncc4)CC3)C2)[nH]1 (centres undefined) | -5% | -6% | 7% | 3 | 4% | i | i
COc1ccc(-c2nc(CC3CCN(C(=O)c4n[nH]c(=O)c5ccccc45)C3)no2)cc1 (centres undefined) | -29% | ? | -4% | 1 | 32µM* | ? | i
C[C@@H]1O[C@@H](O[C@H]2CC[C@@]3(C)[C@H](CC[C@@H]4[C@H]3C[C@@H](O)[C@]3(C)[C@@H](C5=CC(=O)OC5)CC[C@]43O)C2)C[C@H](O)[C@@H]1O[C@H]1C[C@H](O)[C@H](O[C@H]2C[C@H](O)[C@@H](O)[C@@H](C)O2)[C@H](C)O1 (stereo in doubt) | ? | ? | . | . | . | . | -6%[88.5 µM]
CN1C(=O)C(CC(=O)N2CCNCC2)(Cc2ccccc2)c2ccccc21 (centres undefined) | 2% | -2% | -1% | -3 | -18% | -4% | -23%
COCC(=O)N[C@H]1C[C@@H](CO)N(Cc2sccc2C)C1 | 0% | -1% | 0% | 10 | 8% | i | -7%
O=C1[C@H]2CN(Cc3ccccc3Br)C[C@H]2C(=O)N1Cc1ccc2c(c1)OCO2 | -8% | 4% | 0% | 2 | ? | ? | -2%
CNC(=O)[C@@H]1C[C@H](n2cc(CNC(=O)Nc3ccc(Cl)cc3)nn2)CN1 | -14% | -1% | -4% | 27 | -1% | i | -9%
COc1cccc(NS(=O)(=O)c2ccc3[nH]cc(C(=O)NC(C)c4ccccc4)c(=O)c3c2)c1 (centres undefined) | -5% | 10% | . | 17 | . | . | .
CCOc1ccc(C(=O)N2CCN(c3cc(-c4ccc(Cl)cc4)[nH]n3)CC2)cc1 | ? | -8% | -2% | 10 | ? | ? | -4%
COc1ccc2c(c1)CC(C(=O)NCCN1CCN(c3cccc(C)c3C)CC1)CO2 (centres undefined) | -15% | -6% | . | -3 | . | . | .
COc1ccc(CCNC(=O)Cc2c(C)c3c(cc(C)c4c(C)coc43)oc2=O)cc1 | 13% | -6% | . | 2 | . | . | .
O=C(NCCNC(=O)c1cccc(Cl)c1)c1ccc(-c2cncnc2)cc1 | . | . | . | -10 | ? | -20% | .
CCCc1nn2c(=O)cc(COC(=O)c3ccc(NC(=O)C(C)Oc4ccccc4)cc3)nc2s1 (centres undefined) | 15% | 11% | . | 4 | . | . | .

canonical_smiles | SNCA expr inh | SNCA viab count | Luciferase inh | IP6K1 inh | HEK293 tox | NIH3T3 tox | GPT2 inh
CC(=O)N1CCN(C(=O)C[C@@H]2C[C@@H](C(C)C)[C@H](CNC(=O)C3CC3)C=C2C)CC1 | 4%[87.6 µM] | -11%[87.6 µM] | -1%[172 µM] | 18 | -1%[172 µM] | -12%[174 µM] | -4%[88.5 µM]
Cc1ccccc1NC(=O)N1CC(C(=O)N(C)C)C2(CCOCC2)C1 (centres undefined) | -3% | 8% | -5% | 23 | i | -7% | -21%
O=C(NCc1cccnc1)C1CN(S(=O)(=O)c2cccnc2)CC12CCCCC2 (centres undefined) | -9% | 4% | 0% | 10 | 1% | i | -10%
COc1ccc(CN2CCCC23Cc2ccccc2CNC3=O)cc1F (centres undefined) | 15% | 5% | . | -11 | ? | -15% | -5%
CC(C)Oc1ccc(C(=O)Nc2ccc3oc(-c4ccncc4)nc3c2)cc1 | 22% | 4% | . | -5 | . | . | .
O=C(NCc1ccccc1Cl)c1cc(=O)[nH]c2ccc(S(=O)(=O)N3CCCCC3)cc12 | 6% | -6% | . | -3 | . | . | .
O[C@@H]1CCN(Cc2nc(C3(O)CCN(CC4CCCCC4)CC3)cs2)C1 | -11%[87.6 µM] | -6%[87.6 µM] | -5%[172 µM] | -2 | -16%[172 µM] | -7%[174 µM] | -1%[88.5 µM]
COC(=O)c1c(SC)nc2ccccc2c1OCc1cccc(C)c1 | -4% | 2% | . | 11 | . | . | .
COc1cc(Cl)ccc1-c1nc(C2CC(=O)N(C3CCCCC3)C2)no1 (centres undefined) | 10% | 11% | -17% | -5 | ? | ? | i
CCN(CC)CC(C)CNC(=O)CN1C(=O)CSc2ccc(S(=O)(=O)N3CCOCC3)cc21 (centres undefined) | -3% | -3% | . | -8 | . | . | .
O=C(CSc1nnc(-c2ccc([N+](=O)[O-])cc2)o1)Nc1ccccc1 | -2% | -1% | . | 30 | . | . | .
COCCc1nc(CNC(=O)c2ccc3nc(C4CCCCC4)oc3c2)no1 | 26% | -3% | -6% | 18 | -29% | ? | i
COC(=O)CNC(=O)c1ccc2nnc(-c3cc(F)ccc3F)n2c1 | 0% | 3% | . | 11 | 2% | -15% | -2%
O=C(c1ccc(F)cc1Cl)N1CCC(n2cc(-c3nc(-c4ccccc4)no3)nn2)C1 (centres undefined) | ? | -8% | -15% | 1 | ? | -37% | i
COc1ccc(OCC(=O)Nc2c(C(=O)N3CCN(c4ccccc4)CC3)oc3ccccc23)cc1 | -7% | -2% | . | 7 | . | . | .

Second line of a record: SNCA expr inh	SNCA viab count	Luciferase inh	IP6K1 inh	HEK293 tox	NIH3T3 tox	GPT2 inh
COc1ccc(CCNC(=O)c2cc3c(=O)n(C)c4cc(Cl)ccc4c3s2)cc1OC
  4%	0%	.	18	.	.	.
COc1cc(NC(=O)c2noc3c2CC(C)CC3)c(OC)cc1Cl (centres undefined)
  -22%	3%	.	7	.	.	.
Cc1ccc(C(=O)NC2CCN(c3cc(-c4ccccc4)[nH]n3)C2)cc1C (centres undefined)
  5%	-18%	9%	0	?	?	?
O=C(NCc1ccc(F)cc1)c1nc(-c2cccc(F)c2)c2cnccn12
  7%	-18%	-12%	11	-28%	?	i
Cc1cnc(CCNS(=O)(=O)c2cn(C)cn2)n1CC1CC1
  6%	?	-8%	-5	2%	-13%	1%
CCn1cnnc1-c1nn(C)c2c1CN(C(=O)CCc1ccc(OC)cc1)CC2
  -4%	8%	0%	2	i	-9%	i
CC(=O)c1cccc(NC(=O)Cn2ccn3nc(-c4ccccc4)c(CO)c3c2=O)c1
  -12%	-6%	-12%	4	?	-21%	-7%
Cc1ccc(OCc2nc(C3CCCCN3C(=O)CCCc3nc(-c4ccc(C)cc4)no3)no2)cc1 (centres undefined)
  ?	-19%	.	7	?	?	-6%
COc1ccc(NC(=O)C(c2ccc(OC)cc2)N(C)C(=O)Cc2cccs2)cc1 (centres undefined)
  19%	-14%	.	-19	.	.	.
O=C(c1ccc(OC2CCN(C(=O)c3cccs3)CC2)nc1)N1CCOCC1
  16%	0%	0%	14	-18%	?	?

Compound activity: PubChem BioAssay, National Center for Advancing Translational Sciences (NCATS)
